Keap1 Nrf2 FP – inhibitors of human Keap1-Nrf2 protein-protein interaction; inhibition, % at 9.4 µM; Q14145; Keap1 Kelch-Nrf2 peptide fluorescence polarization, 1536-well; actives 0.15% (n = 340,000); in the data active = inhibition above about 12%;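 note: human Keap1 Kelch domain with fluorescein labeled Nrf2 9mer peptide probe; 0% = neutral control wells and 100% = peptide positive control; higher means more block of Keap1 binding to Nrf2 peptide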
dFosB act – mouse delta FosB homodimer activation. P13346. purified delta FosB, TAMRA-CDK5 oligo fluorescence polarization; percent of positive-control signal above neutral wells. actives 0.99% (n = 340,000). activation, % at 25 µM;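 active = mean activation above about 17%, with every replicate also reaching it, limit read from the data, passing the limit was not always enough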;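 note: fluorescence polarization rise as delta FosB binds a TAMRA Cdk5 AP-1 oligo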
Target sequence (P13346 whole entry, looked up): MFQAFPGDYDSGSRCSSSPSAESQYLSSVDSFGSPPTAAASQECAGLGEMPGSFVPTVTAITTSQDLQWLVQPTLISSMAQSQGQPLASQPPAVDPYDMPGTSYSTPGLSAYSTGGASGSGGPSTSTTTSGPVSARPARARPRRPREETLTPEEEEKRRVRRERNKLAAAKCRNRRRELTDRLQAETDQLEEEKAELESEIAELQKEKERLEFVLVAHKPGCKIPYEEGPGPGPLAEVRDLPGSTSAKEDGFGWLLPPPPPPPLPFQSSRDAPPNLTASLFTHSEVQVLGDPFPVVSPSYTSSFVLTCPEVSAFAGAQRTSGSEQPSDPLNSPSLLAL
Rtt109 HAT inh – inhibitors of Candida albicans Rtt109/Vps75 histone acetyltransferase. Q5AAJ8. purified Rtt109/Vps75, ThioGlo CoA-SH fluorescence, 4 h. inhibition, % at 34.9 µM. actives 0.16% (n = 330,000). AID 540336;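 active = inhibition of at least 50% in every replicate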
RTF Ca sens act – cardiac RTF calcium sensitization; AID 493008; actives 0.24% (n = 340,000); activation, % at 7.2 µM; P19429+P45379; IANBD-labeled TnC RTF fluorescence at EC20 calcium; 0% EC20 calcium, 100% full calcium;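 active = activation above the mean over all tested compounds plus 3 SD, cut at about 30% in these data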;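 note: rise in fluorescence read as greater calcium sensitivity of cardiac thin filaments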
SUMO Mot1 rescue – blocks SUMOylation pathway, rescuing yeast Mot1-301 growth. S. cerevisiae Mot1-301 growth rescue, ATP luminescence, 38.5C; percent above DMSO median, 100 means doubled. growth rescue, % at 18.8 µM. actives 1% (n = 320,000). AID 2716;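 active = every valid replicate shows activation above 250% relative to neutral control wells; inactive = the rest, any valid replicate at or below 250%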;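 note: OY570 slx delta 5 strain wells were the positive control but not used for scaling; some compounds called inactive have numbers as strong as hits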
PvdQ acylase – blocks Pseudomonas aeruginosa PvdQ acylase activity. purified PvdQ acylase, fluorescence plate reader. inhibition, % at 10 µM. actives 0.063% (n = 340,000). AID 488965; in the data active = inhibition above about 30%, passing the limit was not always enough;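 note: 0% = vehicle neutral wells and 100% = reference inhibitor wells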
CDK5 p35 inh – inhibitors of human CDK5/p35 kinase; inhibition, % at 10 µM; Recombinant CDK5/p35, ADP-Glo luminescence, 60 min; actives 0.01% (n = 330,000);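 active = highest replicate inhibition of at least 50% and at least 75% of replicates reaching 50%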;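 note: plate controls were DMSO neutral control for no effect and GW8510 at 10 µM for full effect; many of its hits are not listed in these tables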
Target sequence (Q00535 whole entry, looked up): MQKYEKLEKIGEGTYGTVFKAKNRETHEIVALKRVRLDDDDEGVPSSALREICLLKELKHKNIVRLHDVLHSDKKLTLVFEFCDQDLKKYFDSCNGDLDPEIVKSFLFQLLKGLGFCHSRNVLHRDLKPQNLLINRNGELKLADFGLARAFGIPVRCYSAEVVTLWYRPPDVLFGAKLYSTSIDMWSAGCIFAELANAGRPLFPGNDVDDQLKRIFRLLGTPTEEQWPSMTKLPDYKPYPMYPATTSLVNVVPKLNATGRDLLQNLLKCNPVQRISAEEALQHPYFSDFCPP
Target sequence (Q15078 whole entry, looked up): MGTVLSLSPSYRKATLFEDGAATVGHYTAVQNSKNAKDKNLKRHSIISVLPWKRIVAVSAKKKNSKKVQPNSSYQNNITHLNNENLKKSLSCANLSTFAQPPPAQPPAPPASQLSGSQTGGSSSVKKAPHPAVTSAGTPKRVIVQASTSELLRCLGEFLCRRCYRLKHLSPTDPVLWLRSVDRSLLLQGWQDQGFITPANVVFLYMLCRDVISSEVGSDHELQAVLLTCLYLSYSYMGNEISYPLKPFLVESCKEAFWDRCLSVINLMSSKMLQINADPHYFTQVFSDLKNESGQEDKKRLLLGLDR
PfHsp90 yeast 2 – growth inhibition of yeast expressing Plasmodium Hsp90 | AID 504621 | inhibition, % at 9.4 µM | S. cerevisiae expressing PfHsp90, BacTiter-Glo ATP, 48 h; yeast lacking PDR1 and PDR3 efflux regulators | actives 0.32% (n = 310,000);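 active = every replicate shows inhibition above about 80%, whatever the replicate mean, limit read from the data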;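 note: 0% = DMSO neutral controls and 100% = 20 µM radicicol positive controls; yeast relying on Plasmodium falciparum Hsp90 in place of its own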
NSD2 HMT inh – inhibitors of human histone methyltransferase NSD2; O96028; NSD2 peptide methylation, AlphaScreen, 120 min; inhibition, % at 12.5 µM; actives 0.54% (n = 310,000); AID 743445; in the data active = inhibition above about 50%
RTF Ca sens inh – cardiac RTF calcium desensitization. P19429+P45379. IANBD-labeled cardiac RTF, Ca2+ fluorescence. inhibition, % at 7.15 µM. actives 0.12% (n = 340,000);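 active = inhibition above the mean inhibition of all tested compounds plus 3 SD, cut at about 17% in these data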;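 note: assay run at fixed EC70 calcium of 1.6 mM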
C-LANA FP – inhibitors of KSHV LANA C-terminal domain DNA binding | inhibition, % at 9 µM | MBP-C-LANA/FAM-LBS DNA binding, fluorescence polarization | actives 0.078% (n = 340,000);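 active = highest replicate inhibition at or above 60% at 9 µM, even if other replicates fall short; inactive = all replicates below 60% inhibition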;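 note: 0% = neutral control wells and 100% = 4 µM acridine orange control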
* = called active by the depositor; . = no result given. Not a hit list; overall some 3.2% were active at least once.

cpd	smiles	Keap1 Nrf2 FP	dFosB act	Rtt109 HAT inh	RTF Ca sens act	SUMO Mot1 rescue	PvdQ acylase	CDK5 p35 inh	PfHsp90 yeast 2	NSD2 HMT inh	RTF Ca sens inh	C-LANA FP
1	CC(O)CNc1nc2c(c(=O)n(Cc3cccc(Cl)c3)c(=O)n2C)n1C (stereo not given)	1.4	-2.0	-0.5	0.5	9.1	-15.8	-0.4	-32.4	1.9	-3.5	-3.3
2	O=C1CC(N2CCN(c3ccccc3)CC2)C(=O)N1c1cccc(Cl)c1 (stereo not given)	1.5	-6.6	-1.9	1.6	276.9	-13.8	-1.5	6.5	-1.4	-1.9	-0.8
3	Cc1cc(C)n(C(=O)Cn2nc([N+](=O)[O-])cc2C)n1	-8.4	0.0	-15.2	-1.6	-8.1	-11.6	-0.9	-14.7	-2.0	-15.1	-0.9
4	CCCNc1c(NS(=O)(=O)c2ccc(OC)c(OC)c2)c(=O)oc2ccccc12	-7.9	-7.6	-13.1	-1.1	.	-3.8	0.7	11.4	6.1	1.1	-2.2
5	O=C(CSc1nc2ccccc2[nH]1)NCc1ccco1	-5.3	4.5	8.1	0.4	1.5	17.6	-1.9	13.7	2.0	-5.3	-1.1
6	CCC(=NC1CC(C)(C)NC(C)(C)C1)C1=C(O)CC(C)(C)CC1=O	4.0	-1.2	-0.2	-4.3	106.7	-2.4	1.4	-1.8	-0.2	-8.7	-1.6
7	COc1cc(NC(=O)Cc2ccccc2)ccc1NC(=O)c1ccccc1	1.3	4.1	-4.0	-1.5	4.2	-6.6	0.5	2.4	-2.8	-2.2	0.3
8	Cc1cc(C)nc(/N=C(\N)N2CCCCCC2)n1	2.2	-1.7	-11.5	-5.8	.	-4.9	.	-0.5	-0.7	-19.1	-0.2
9	Cc1ccc(S(=O)(=O)N2CCN(C(=O)COC(=O)/C=C/c3ccc(OC(F)F)cc3)CC2)cc1	-2.7	-1.2	10.0	1.1	.	5.4	1.0	2.8	-0.4	3.8	-1.6
10	CC(C)Cc1ccc(S(=O)(=O)N2CCN(C(=O)c3ccco3)CC2)cc1	-5.9	-15.3	-18.9	-12.7	27.5	-8.0	-1.0	-14.5	1.0	-0.4	0.3
11	CCC1=NN(C(=O)Cc2ccc([N+](=O)[O-])cc2)C(O)(C(C)(C)C)C1 (stereo not given)	1.1	1.2	15.2	1.0	-23.1	3.4	-0.6	0.4	0.4	-2.6	-0.8
12	Cc1cc(Cl)ccc1OCCCC(=O)NCC1CCCO1 (stereo not given)	-4.1	-7.7	-5.8	-4.4	13.3	-27.3	-1.8	11.0	.	-2.9	0.4
13	CC(=O)c1c(C(C)=O)c(C)n(-c2ccc(N)c(C)c2)c1C	-3.0	-5.5	-3.5	5.8	-13.8	-8.9	-0.7	-24.8	-3.3	4.4	2.4
14	COc1ccc(S(=O)(=O)N2CCCCCC2)cc1C(=O)Nc1cccc(C)n1	-0.8	-3.8	-7.2	-4.1	-1.4	1.3	-0.3	16.2	-6.8	-1.2	-0.7
15	CCc1ccc(/C=C2\Oc3c(ccc(O)c3CN3CCN(C)CC3)C2=O)cc1	-20.8	-1.1	12.8	16.4	-0.9	-3.3	-0.7	-7.1	1.6	-29.0	13.9
16	Cc1nc(NC(=O)/C=C/c2ccccc2)sc1C(=O)Nc1ccc(Cl)cc1	3.9	30.6*	1.6	-2.0	8.4	-7.8	-1.0	7.7	-5.9	-10.6	2.2
17	CCOC(=O)CCc1c(C)c2ccc(OC3CCCCC3=O)cc2oc1=O (stereo not given)	-1.7	-6.6	-5.5	0.4	-15.0	-14.0	0.9	21.7	-2.9	-4.0	-0.7
18	COC(=O)C1CCN(S(=O)(=O)CCNC(=O)c2ccc(F)cc2)CC1	2.9	-4.1	4.0	-1.0	-6.9	-0.5	-0.7	.	-1.3	-9.7	-0.3
19	COc1ccccc1NC(=O)CNC(=O)CC12CC3CC(CC(C3)C1)C2	-7.6	-5.2	-4.7	-1.3	-4.9	-6.5	-4.9	0.4	0.7	-7.1	-1.7
20	Cc1nc2nc(-c3cccnc3)nn2c(C)c1Cl	-7.4	-8.1	2.0	5.8	3.0	-10.6	0.8	.	0.4	-0.4	0.3

4 entries picked at random from the list so far, as already listed:
cpd	smiles	Keap1 Nrf2 FP	dFosB act	Rtt109 HAT inh	RTF Ca sens act	SUMO Mot1 rescue	PvdQ acylase	CDK5 p35 inh	PfHsp90 yeast 2	NSD2 HMT inh	RTF Ca sens inh	C-LANA FP
14	COc1ccc(S(=O)(=O)N2CCCCCC2)cc1C(=O)Nc1cccc(C)n1	-0.8	-3.8	-7.2	-4.1	-1.4	1.3	-0.3	16.2	-6.8	-1.2	-0.7
15	CCc1ccc(/C=C2\Oc3c(ccc(O)c3CN3CCN(C)CC3)C2=O)cc1	-20.8	-1.1	12.8	16.4	-0.9	-3.3	-0.7	-7.1	1.6	-29.0	13.9
19	COc1ccccc1NC(=O)CNC(=O)CC12CC3CC(CC(C3)C1)C2	-7.6	-5.2	-4.7	-1.3	-4.9	-6.5	-4.9	0.4	0.7	-7.1	-1.7
18	COC(=O)C1CCN(S(=O)(=O)CCNC(=O)c2ccc(F)cc2)CC1	2.9	-4.1	4.0	-1.0	-6.9	-0.5	-0.7	.	-1.3	-9.7	-0.3

Later entries.
cpd	smiles	Keap1 Nrf2 FP	dFosB act	Rtt109 HAT inh	RTF Ca sens act	SUMO Mot1 rescue	PvdQ acylase	CDK5 p35 inh	PfHsp90 yeast 2	NSD2 HMT inh	RTF Ca sens inh	C-LANA FP
21	Cc1[nH][nH]c(=O)c1C(c1c(C)[nH][nH]c1=O)c1cn(Cc2ccccc2Cl)c2ccccc12	-6.9	-9.1	-8.4	0.9	.	-5.5	0.1	-14.9	114.9*	4.1	0.4
22	O=C(NCCc1ccccc1)C1CC(=O)N(C2CCCCCC2)C1 (stereo not given)	-5.1	-6.1	3.7	10.7	630.5	-17.1	-2.5	-4.6	-1.0	-1.2	0.5
23	Cc1csc2ncnc(NCCc3ccccn3)c12	3.7	2.0	.	0.0	10.6	-13.2	0.7	2.6	0.1	-3.2	0.6
24	CCOC(=O)C1(CC2CCCCO2)CCN(C(=O)NCc2ccccc2)CC1 (stereo not given)	-4.1	-10.2	5.8	-4.7	9.0	-16.9	-1.1	-25.9	-2.7	9.2	0.1
25	O=C(CN1C(=O)CNC1=O)Nc1cccc(C(F)(F)F)c1	4.3	3.9	-13.3	-3.9	-8.5	-4.7	2.0	.	-9.8	-8.4	-1.1
26	COc1ccc(-n2c(SCc3ccc([N+](=O)[O-])cc3)nnc2-c2ccccc2)cc1	-4.7	5.1	15.0	6.2	5.9	-11.0	0.0	-21.6	0.5	1.9	-0.8
27	O=C(OCC(=O)N1CCCc2ccccc21)c1c(F)cccc1F	-5.2	-13.8	5.5	8.4	164.5	-13.6	-2.2	18.4	-4.6	3.1	-1.5
28	CCc1nc(N)c(C#N)c(-c2ccc(OC)c(OC)c2)c1C	1.7	-2.0	6.0	7.5	-2.9	-8.5	0.2	.	6.4	-0.7	0.4
29	COC(=O)c1ccc(N2C(=O)Nc3ccccc3N2O)cc1	1.3	4.2	-1.8	0.9	4.8	-9.8	-2.8	-6.5	-0.5	-14.0	1.2
30	O=C(c1cccc([N+](=O)[O-])c1)N1CCCC(C(=O)N2CCCCC2)C1 (stereo not given)	-6.2	-5.9	-19.0	6.1	0.2	-13.5	-0.6	6.7	-0.1	-11.1	0.5
31	COc1ccc(OCC(O)CNC(=O)Nc2cc(F)ccc2C)cc1 (stereo not given)	-3.0	-5.4	9.0	1.5	8.4	4.3	0.5	4.3	0.7	-4.6	-0.4
32	Cc1ccc(C)c2[nH]c(=O)c(CN(Cc3ccc4c(c3)OCO4)Cc3nnnn3Cc3ccco3)cc12	-7.0	-9.3	5.8	1.9	432.1	-9.9	-0.8	-4.6	2.0	-6.8	-2.3
33	Cc1ccc(NC(=O)CSc2ccccc2NC(=O)c2ccccc2)cc1Cl	-0.1	-7.3	2.2	1.8	-2.7	-1.7	0.0	8.2	0.5	2.3	1.1
34	O=C(CCN1CCc2ccccc2CC1)c1ccc2c(c1)OCCO2	-58.1	-12.0	176.8*	-2.2	6.0	-1.2	-6.5	-14.8	.	-1.4	1.0
35	COC(=O)C1=C(NC(=O)c2ccc(C)cc2)CCS1	-4.1	6.1	-5.4	-3.6	1.9	-7.9	0.0	-8.0	-0.3	-0.7	0.2
36	N#Cc1ccc[n+](CC(=O)c2ccc(Cl)cc2)c1	5.0	-1.1	15.4	1.1	-14.1	8.1	2.1	19.4	-1.1	-3.0	9.5
37	COc1ccc(/C=N/N=C2/NC(=O)C(c3ccccc3)(c3ccccc3)S2)cc1	3.5	-4.6	-0.2	-4.5	8.8	-3.1	-1.2	-20.0	0.3	4.5	2.0
38	CC(C)Oc1cc2oc(=O)c3c(c2cc1Cl)CCC3	-3.3	3.8	7.0	-3.8	.	6.9	0.4	19.1	0.2	2.5	-1.9
39	CCN(CC(=O)NC1CCCC1)S(=O)(=O)c1ccc(C)cc1	-6.2	2.6	-3.9	0.3	0.5	-9.5	1.7	-11.0	-9.4	-1.4	-1.7
40	Cc1cc(/C=C(\C#N)C(=O)O)c(C)n1CC(C)C	2.6	-4.4	10.8	1.1	2.6	-8.6	1.1	-2.4	4.7	12.3	0.7
41	COc1ccc(C(=O)Nc2ccc(S(=O)(=O)Nc3cc(C)nc(C)n3)cc2)c(OC)c1	-8.3	-7.5	0.0	-3.4	-14.4	-21.5	-0.3	7.3	-0.6	-6.3	-3.3
42	C/C(=N\NC(=O)COc1ccc(C(C)(C)C)cc1)c1ccc(OC(F)F)cc1	-0.6	5.3	-0.8	1.0	2.2	-19.8	2.2	-8.2	-1.6	-12.3	1.4
43	O=C1CCCC2=C1C(c1ccccc1)CC(=O)N2c1ccccc1 (stereo not given)	1.2	2.5	-10.5	0.8	69.3	-12.2	0.3	-0.8	-0.3	-0.5	-0.1
44	Cc1ccc(Cn2c(=O)n(Cc3ccco3)c(=O)c3ccccc32)cc1	-4.2	-5.8	-1.5	4.1	11.7	1.3	-2.5	3.2	0.4	-4.1	2.2
45	CC(=O)CC(=O)Nc1ncc(C(F)(F)F)cc1Cl	1.2	-7.1	-16.7	-3.9	-12.7	12.7	-0.3	8.2	-1.9	-1.3	0.1
46	Cc1ccc(N2C(=O)C(Cc3ccccc3)NC2=S)cc1 (stereo not given)	0.8	-2.4	5.7	3.3	39.6	2.0	8.9	17.2	-0.9	7.0	0.3
47	O=C(Nc1cccc(F)c1)c1c(F)c(F)c(F)c(F)c1F	-1.7	0.1	0.3	-5.0	71.8	-0.6	-1.7	-4.1	1.6	6.7	-0.2
48	Cc1cc([N+](=O)[O-])nn1CCCC(=O)O	-2.8	2.1	-1.6	-3.4	257.9	-4.1	-0.2	.	-0.7	-0.6	0.0
49	NNc1nc(Nc2ccccc2)nc(N2CCCCC2)n1	-2.7	6.1	-1.9	1.2	36.4	-5.7	-9.0	3.1	0.5	-8.4	-1.1
50	C=CCn1c(SCC(=O)N2CCc3ccccc3C2)nc2sc(C)cc2c1=O	1.4	0.7	1.9	0.7	.	-6.7	1.4	-11.6	-2.5	9.6	-0.5
